bCat nuc transl = modulators of beta-catenin nuclear translocation, primary screen, imaging, HeLa cells, immunofluorescence, high-content | 190,000 tested, 0.3% active | AID 1665, 2009 | nuclear translocation activity, % at 5 µM;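 active = nuclear translocation activity above 50% at 5 µM, with a well cell count of 50 or more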;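 also: per-cell ratio of nuclear to cytoplasmic median beta-catenin stain intensity; plate controls were DMSO negative control for no effect and GSK-3 inhibitor IX positive control for full effect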
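Signal – beta-catenin immunofluorescence imaging with DAPI · Test system – human HeLa cell line · Dosing – 5 µM primary single dose, 0.1% DMSO, 0.02–20 µM confirmation series · Measure – % activation, nuclear-to-cytoplasmic median beta-catenin signal ratio per cell · Incubation – 24 h compound exposure at 37°C, 5% CO2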
Hep lipid drop = inhibitors of hepatocyte lipid droplet formation, primary screen, imaging, high-throughput imaging, BODIPY stain; AML12 mouse hepatocytes, oleate lipid droplets; inhibition, % at 6.5 µM; 240,000 tested, 0.4% active; AID 1656, 2009;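 active = lipid droplet intensity inhibited by at least 50%, with more than 500 cells counted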
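Assay system: AML12 mouse liver cells | Compound dosing: One dose, 6.5 µM compound | Read-out basis: Droplet intensity reduction, % inhibition | Measured by: Fluorescence imaging, 20x objective, two fields per well | Schedule: Overnight treatment with compound plus oleate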
Ins promoter up = insulin promoter activators in MIN6 cells, imaging, high-content screening, mouse beta cells; MIN6 insulin promoter-GFP reporter; active compounds read high; z-score at 5 µM; 190,000 tested, 0.3% active; AID 1625, 2009;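 active = z-score above 3 at 5 µM with at least 500 cells counted in the well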
Myeloid diff 2 = induction of myeloid progenitor differentiation, primary screen, cell-based, flow cytometry, MLPCN library; calls only at 10 µM; ER-HoxA9 myeloid progenitors, lysozyme-GFP differentiation; AID 624256, 2012; 360,000 tested, 1% active;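 active = normalized GFP-positive differentiation at or above the plate's own cutoff, the solvent-only control mean plus 3 SD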;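 also: cells exposed to compound for four days before flow analysis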
Autophagy HCS = autophagy modulators in MEF cells, primary screen, imaging, high-content, MEF GFP-LC3; 190,000 tested, 0.98% active; calls only at 10 µM (by protocol); MEF GFP-LC3 puncta imaging; test concentration mostly 10 µM;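 active = percentage of spot-positive cells more than 3 SD above its plate mean, without a fluorescence outlier flag or 80% toxicity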;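 also: spot-positive cell cutoff set from DMSO-treated cells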
West Nile antiviral = West Nile virus antiviral activity, cell-based, CPE readout (AID 1621) | West Nile virus-infected cells, CPE inhibition; higher % means a stronger effect | CPE inhibition, % at 10 µM; hits with a dose series show IC50 in µM | 290,000 tested, 0.02% active; in the data active = a potency from the dose series; also: strong numbers were not always called active
WT yeast gro inh = growth inhibition of WT strain, primary screen, mitochondrial fusion inhibitor project, WT and mutant strains, chemical genetic; mitochondrial fusion phenotypic screen; AID 1362, 2008; 190,000 tested, 2.1% active; inhibition, % at 10 µM; in the data active = inhibition above about 58%; tested in S. cerevisiae
T cell modulator = modulators of CD8 T cell-vesicle binding, primary screen, mouse 2C CD8+ T cells, flow cytometry; 2C CD8+ T cell-vesicle binding; active compounds read low; calls only at 7 µM; 330,000 tested, 0.068% active; AID 2052, 2009;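 active = response, share of CD8 T cells binding vesicles, and their 90th percentile fluorescence all below set limits, cut at about 80% in these data, passing the limit was not always enough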
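Assay system: 2C TCR transgenic mouse naive CD8+ T cells, MACS-purified | Read-out: CD8+ gate FL2 mean fluorescence as % of same-row positive control | Signal: High-throughput flow cytometry with anti-B7-1 and anti-CD8 staining | Timing: Binding step 1.5 h, 37 °C, antibody labelling 20 min, ice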
MT stabilizer = microtubule stabilizers in HeLa cells, primary screen, imaging, high-content imaging. % tubulin-high responders, % at 10 µM. AID 2205, 2009. 200,000 tested, 0.83% active. HeLa tubulin immunostaining HCS, 24 h; share of cells brighter than vehicle mean+2SD;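 active = plate Z-score above 3 for both tubulin-high and condensed-nucleus cell shares, with cell loss under 80%, at 10 µM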;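 also: anti alpha tubulin signal scored within the nucleus-defined area of each cell; some results filed as inactive read as strong as hits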
WT yeast gro inh mutant strain = recorded beside WT yeast gro inh, whose call it bears; inhibition, %; mitochondrial fusion phenotypic screen, mutant strain inhibition
Ins promoter up cell count = further read-out of Ins promoter up, marked with its call; cell count; measured here: cytotoxicity, nuclei count;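 total cells summed across four imaged fields per well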
Hep lipid drop cells 6.5 µM = recorded beside Hep lipid drop, whose call it bears; cell count; measured here: cell count, cytotoxicity flag;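 cells counted across two imaged fields per well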
bCat nuc transl cell count 5 µM = also measured in bCat nuc transl; calls as there; cell count; measured here: cell count, cytotoxicity flag
T cell modulator vesicle-bound % = recorded beside T cell modulator, whose call it bears; double positive events, %; measured here: CD8+ vesicle-bound cell fraction;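 binding gate set so that unloaded-vesicle control wells show 10% double positive cells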
MT stabilizer Hoechst-high % = second read-out of MT stabilizer, no call of its own (marks repeat the call); % Hoechst-high responders; measured here: nuclear condensation Hoechst responders;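 share of cells brighter than vehicle mean plus two SD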
MT stabilizer cytotoxicity % = second read-out of MT stabilizer, no call of its own (marks repeat the call); toxicity, %; measured here: cytotoxicity by cell density;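 0% = mean cell density of plate MIN control wells and 100% = no cells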
Autophagy HCS cell loss 18 h = further read-out of Autophagy HCS, marked with its call; toxicity, %; measured here: cell loss, nuclei count;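 cell loss after 18 h compound exposure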
Myeloid diff 2 GFP+ MAC1+ % = also measured in Myeloid diff 2; calls as there; GFP+ MAC1+ double positive, %; measured here: differentiation confirmed by MAC1 staining
* hit, by the source's call; i = inactive; · = not tested or not shown; + = active, no number. No enrichment for hits; 3.9% or so of the library scored in one or more.

SMILES	bCat nuc transl	bCat nuc transl cell count 5 µM	Hep lipid drop	Hep lipid drop cells 6.5 µM	Ins promoter up	Ins promoter up cell count	Myeloid diff 2	Myeloid diff 2 GFP+ MAC1+ %	Autophagy HCS	Autophagy HCS cell loss 18 h	West Nile antiviral	WT yeast gro inh	WT yeast gro inh mutant strain	T cell modulator	T cell modulator vesicle-bound %	MT stabilizer	MT stabilizer Hoechst-high %	MT stabilizer cytotoxicity %
CCOC(=O)/C(C#N)=C1/C(=O)N(Cc2ccccc2)c2ccccc21	0.5	1078	24	793	-0.16	1184	·	·	i	22	-0.6%	3	-1	·	·	2.1	1.9	2.0
Cc1ccc(NC(=O)Cn2nc(C)c3ccccc3c2=O)cc1	-1.4	1156	·	·	0.58	1135	i	0.8	i	6	0.4%	-6	1	i	6	2.7	2.0	7.9
Cc1ccc(O)c(CNc2nc3ccccc3n2C)c1	-1.7	1424	·	·	0.26	1258	i	2.2	i	3	-0.6%	3	0	i	32	3.4	2.1	2.5
CC(NC(=O)Cc1ccsc1)c1ccc(Cl)cc1Cl (stereo not drawn)	·	·	3	845	·	·	i	0.7	·	·	-1.4%	·	·	i	52	·	·	·
OCC(O)CSc1nc(-c2ccccc2)nc2c1CCC2 (stereo not drawn)	-0.2	1098	20	589	-0.43	1441	i	0.2	i	-16	-0.2%	-2	12	i	50	6.6	3.3	3.8
O=C(N=C1SC2CS(=O)(=O)CC2N1c1ccccc1)C1CC1 (stereo not drawn)	·	·	14	688	·	·	i	2.2	·	·	-0.2%	·	·	i	18	·	·	·
S=C(NCc1ccccc1)NCc1cccc(CNC(=S)NCc2ccccc2)c1	-0.1	848	6	678	-0.81	1195	i	0.3	i	-5	-0.1%	-8	-13	i	51	2.5	2.2	3.6
CCC(=O)c1ccc(N2CCN(C(=O)c3ccccc3)CC2)c(F)c1	-3.4	1064	12	694	-0.43	1565	i	0.6	i	-3	-2.1%	23	11	i	60	2.1	0.9	2.6
Cc1cc(OC(=O)c2ccc(C)c(C)c2)c([N+](=O)[O-])c(=O)[nH]1	·	·	-10	707	·	·	i	0.2	·	·	0.2%	·	·	i	13	·	·	·
COC(=O)C1=C(N)Oc2cc(C)n(CCN3CCOCC3)c(=O)c2C1c1cccnc1 (stereo not drawn)	-3.8	1054	·	·	-0.03	1245	i	0.8	i	5	0.4%	7	27	i	9	7.1	2.9	5.2
COc1ccccc1NC(=O)C1=C(C)NC(SCC(=O)c2ccccc2)=C(C#N)C1c1ccco1 (stereo not drawn)	·	·	-4	745	0.56	1158	i	0.7	i	9	0.7%	5	7	·	·	1.8	1.7	4.4
CC(CN1CCN(C)CC1)OC(=O)c1ccc(F)cc1 (stereo not drawn)	-1.4	1135	33	725	-0.11	1320	i	0.5	i	7	1.2%	-3	8	i	24	1.5	1.2	5.1
O=C(N/N=C/c1c(O)n(-c2ccc(Cl)cn2)c(=O)c2ccccc12)c1ccncc1	0.2	926	-10	622	0.08	1209	i	0.2	i	15	0.4%	12	0	i	36	3.0	2.7	2.9
O=C(c1ccc2c3c(cccc13)CC2)C1CCCN(Cc2ccc(OCCO)cc2)C1 (stereo not drawn)	-0.1	1133	-20	666	0.11	1338	i	0.0	i	3	-1.1%	4	17	i	50	3.2	2.2	5.0
COCc1cc(=O)n2[nH]c(C)cc2n1	-5.1	890	·	·	-0.14	1241	i	0.4	i	-10	0.6%	15	-4	i	51	5.9	1.8	10
O=C(NCc1ccco1)C(c1ccccc1F)N(CC1CCCO1)C(=O)Cn1nnc2ccccc21 (stereo not drawn)	-7.5	1276	1	749	-1.3	1215	i	1.6	i	6	-0.2%	-8	-1	i	12	2.1	1.0	3.3
COc1ccc(OC)c(NC(=O)C2CCC(CNc3c(N4CCC(C)CC4)c(=O)c3=O)CC2)c1 (stereo not drawn)	·	·	·	·	-0.62	979	i	1.7	i	13	0.3%	8	5	i	42	5.2	4.0	5.1
O=C(COc1ncnc2ccccc12)c1ccc2c(c1)OCCO2	-0.6	1386	·	·	0.03	1579	i	1.4	i	-8	0.1%	-19	-10	i	6	4.5	2.2	5.0
C/C(=N/Nc1ccc(F)cc1)c1ccc(Cl)s1	2.3	1067	-4	587	-0.71	1545	i	0.2	i	-5	-0.5%	-5	-8	i	55	6.4	2.1	3.6
CSCCC(NC(=O)c1cccc(S(=O)(=O)N2CCOCC2)c1)C(=O)Nc1cccc(C)c1 (stereo not drawn)	-5.8	596	2	656	0.38	1312	i	0.7	i	17	-0.6%	12	10	i	13	2.9	3.0	3.8
O=C(O)CSc1cn(Cc2ccccc2)c2ccccc12	·	·	8	635	·	·	i	0.0	·	·	0.2%	·	·	i	53	·	·	·
CC1CCC(NC(=O)Cn2cc3c(n2)CCCC3)CC1 (stereo not drawn)	·	·	·	·	-0.77	884	i	1.4	i	9	-0.4%	8	-2	i	58	3.0	4.5	10
CCOc1cc(S(=O)(=O)NCc2ccncc2)c(C)cc1C	1.4	1015	4	679	-0.93	1277	i	0.2	i	20	-1.6%	5	-2	i	49	2.3	2.1	8.8
CCOc1cc(C=C2C(=O)c3ccccc3C2=O)ccc1OCC(=O)Nc1ccc(C)cc1	0.4	1001	6	678	2.4	1508	+	1.4*	i	4	-0.4%	-9	7	i	47	3.2	1.5	4.7

2 compounds from above, showing only WT yeast gro inh, MT stabilizer and WT yeast gro inh mutant strain.
molecule	WT yeast gro inh	MT stabilizer	WT yeast gro inh mutant strain
O=C(N/N=C/c1c(O)n(-c2ccc(Cl)cn2)c(=O)c2ccccc12)c1ccncc1	12	3.0	0
O=C(c1ccc2c3c(cccc13)CC2)C1CCCN(Cc2ccc(OCCO)cc2)C1 (stereo not drawn)	4	3.2	17

Carrying on.
SMILES	bCat nuc transl	bCat nuc transl cell count 5 µM	Hep lipid drop	Hep lipid drop cells 6.5 µM	Ins promoter up	Ins promoter up cell count	Myeloid diff 2	Myeloid diff 2 GFP+ MAC1+ %	Autophagy HCS	Autophagy HCS cell loss 18 h	West Nile antiviral	WT yeast gro inh	WT yeast gro inh mutant strain	T cell modulator	T cell modulator vesicle-bound %	MT stabilizer	MT stabilizer Hoechst-high %	MT stabilizer cytotoxicity %
Cc1ccc(S(=O)(=O)/N=C/N(C)C)cc1	-1.4	541	-19	700	-0.02	1400	i	1.0	i	8	-0.3%	3	6	i	44	2.3	2.9	2.8
CCOC(=O)c1c(C)[nH]c(C)c1S(=O)(=O)N(C)CC(=O)Nc1ccccc1C	·	·	6	787	·	·	i	7.1	·	·	-0.4%	·	·	i	38	·	·	·
CC(=O)N1c2ccc(S(=O)(=O)NCC3CCC(C(=O)Nc4ccc(C)cn4)CC3)cc2CC1C (stereo not drawn)	·	·	-16	695	·	·	i	2.7	·	·	0.2%	·	·	i	12	·	·	·
Cc1ccn2cc(CCNC(=O)CC(C)(C)C)nc2c1	-3.5	1241	15	746	0.03	1153	·	·	i	-8	-0.1%	14	4	i	25	4.1	1.9	2.7
C=CCNc1nc(C)nc(OC)n1	1.8	1199	·	·	0.56	1243	i	1.3	i	3	0.3%	2	23	i	29	4.0	1.9	6.1
OC[C@H]1O[C@@H](Oc2cc(O)cc(/C=C/c3ccc(O)cc3)c2)[C@H](O)[C@@H](O)[C@@H]1O	-4.5	1141	4	692	0.35	1489	·	·	·	·	0.8%	-3	12	i	24	·	·	·
COc1cc(OC)cc(C(=O)Nn2cc(C(=O)N3CCN(C)CC3)c3ccccc3c2=O)c1	0.1	1341	·	·	-0.08	1491	i	0.6	i	3	-0.3%	7	-3	i	39	2.6	2.6	0.9
Cc1cccc(NC(=O)CN(CCc2ccccc2)S(C)(=O)=O)c1	·	·	-3	775	·	·	i	0.3	·	·	-1.4%	·	·	i	54	·	·	·
CC1CC(C)CN(C(=O)c2nn(C)c3c2CSc2ccccc2-3)C1 (stereo not drawn)	·	·	-1	762	·	·	i	0.5	·	·	-1.2%	·	·	i	13	·	·	·
COc1ccc(S(=O)(=O)N2CCC(Cc3ccccc3)CC2)cc1NC(C)=O	·	·	-4	840	·	·	i	0.5	·	·	-0.7%	·	·	i	38	·	·	·
